WT yeast gro inh – growth inhibition of WT strain, primary screen, mitochondrial fusion inhibitor project, WT and mutant strains, chemical genetic; mitochondrial fusion phenotypic screen; inhibition, % at 10 µM; 190,000 compounds, 2.1% hits; AID 1362, 2008; in the data active means inhibition above about 58%; tested in S. cerevisiae
LYP inhibition – inhibitors of LYP phosphatase, biochemical, fluorescence intensity, uHTS (AID 1779); Tyrosine-protein phosphatase non-receptor type 22 (Homo sapiens); inhibition, % at 11.5 µM; hits with a dose series show IC50 in µM; 290,000 compounds, 0.054% hits; recombinant LYP phosphatase, fluorescence intensity; higher % means a stronger effect; in the data active means inhibition above about 50%;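 further: plate controls were vehicle with enzyme for no effect and no enzyme for full effect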
NTR1 ag – agonists of NTR1, primary screen, imaging, U2OS cells, beta-arrestin-GFP, high content (AID 493036); Neurotensin receptor type 1 (Homo sapiens), P30989; NTR1-U2OS beta-arrestin-GFP spot imaging, agonist mode; activation, % at 20 µM; 330,000 compounds, 0.17% hits;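 active means activation at or above 40% of the spot to cytoplasm intensity ratio, with at least 20 cells analyzed; inconclusive means wells under 20 cells, flagged as cytotoxic or low count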;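 further: 0% = DMSO without peptide and 100% = 100 nM NTR1 peptide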
Target sequence (P30989 whole entry, looked up): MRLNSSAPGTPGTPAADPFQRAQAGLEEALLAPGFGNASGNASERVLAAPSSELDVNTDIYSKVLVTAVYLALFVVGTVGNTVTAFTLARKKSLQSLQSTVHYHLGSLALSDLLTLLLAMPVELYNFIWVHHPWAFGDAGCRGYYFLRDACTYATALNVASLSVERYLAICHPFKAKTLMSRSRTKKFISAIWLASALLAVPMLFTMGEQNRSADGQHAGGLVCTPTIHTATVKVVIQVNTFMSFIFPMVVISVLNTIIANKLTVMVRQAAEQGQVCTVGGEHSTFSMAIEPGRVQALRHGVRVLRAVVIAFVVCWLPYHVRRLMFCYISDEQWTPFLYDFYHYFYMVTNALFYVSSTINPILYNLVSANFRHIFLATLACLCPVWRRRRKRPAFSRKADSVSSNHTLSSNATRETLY
AID2073 – inhibitors of Mint1-CaV2.2 protein interaction, biochemical, HTRF (AID 2073); Voltage-dependent N-type calcium channel subunit alpha-1B (Homo sapiens); HTRF protein-protein interaction, Mint1-CaV2.2; higher % means a stronger effect; inhibition, % at 20 µM, or IC50 in µM where a hit was titrated; 290,000 compounds, 0.19% hits; in the data active means inhibition mostly above about 51%, no sharp cut-off; inconclusive means no clear call, values can overlap the other calls; inactive means mostly below about 53%; further: some results filed as inactive read as strong as hits
RSV antiviral HEp-2 – RSV antiviral activity via CPE protection, HEp-2 cells, primary 10 µM value included (AID 2391). HEp-2 cells, RSV-induced CPE inhibition; higher % means a stronger effect. one-dose CPE inhibition, % at 10 µM; IC50 in µM for titrated hits. 310,000 compounds, 0.13% hits; in the data active means a potency from the dose series; inconclusive means CPE inhibition mostly from about 23% at the one dose, without a potency; inactive means the rest, 99 in 100 with CPE inhibition below about 21%; further: strong numbers were not always called active
GPR35 antagonists – GPR35 antagonists blocking zaprinast-driven arrestin recruitment, primary screen, imaging, U2OS, beta-arrestin-GFP, zaprinast agonist (AID 2058). inhibition, % at 10 µM, or IC50 in µM where a hit was titrated. G-protein coupled receptor 35 (Homo sapiens). 290,000 compounds, 0.052% hits. U2OS GPR35 beta-arrestin-GFP translocation imaging, zaprinast antagonism; higher % means a stronger effect;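 active means inhibition of at least 50% with at least 30 cells and total cytoplasm GFP at most 10,000,000; inconclusive means under 30 cells or total GFP of 10,000,000 plus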
NS5 inhibitors – Dengue-2 NS5 methyltransferase inhibitors, primary screen, biochemical, confirmation dose response (AID 588689). Genome polyprotein (Dengue virus type 2 (strain 16681-PDK53)). Dengue-2 NS5 methyltransferase capping enzyme assay, biochemical; higher % means a stronger effect. one-dose inhibition, % at 25 µM; IC50 in µM for titrated hits. 340,000 compounds, 0.3% hits; in the data active means a potency from the dose series; inconclusive means inhibition above about 29% without an active follow-up result
K1F lysis inhibition – inhibition of K1F phage lysis, E. coli UTI89, bacterial capsule biogenesis inhibitors, alamar blue (AID 488966). E. coli UTI89 K1F phage lysis, alamar blue, 2 h; higher % means a stronger effect. inhibition, % at 100 µM, or IC50 in µM where a hit was titrated. 340,000 compounds, 0.02% hits;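 active means phage lysis inhibition, versus mean bacterial control, above a set limit; inconclusive means no clear call, values can overlap the other calls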;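 further: capsule biogenesis inhibitors block K1F phage lysis so surviving cells raise fluorescence; higher fluorescence means more inhibition of phage lysis; actives were called in the ten point dose series up to 300 µM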
Autophagy mod – autophagy modulators in MEF cells, primary screen, imaging, high-content, MEF GFP-LC3; MEF GFP-LC3 puncta imaging; test concentration mostly 10 µM; 190,000 compounds, 0.98% hits; calls only at 10 µM (by protocol);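 active means percentage of spot-positive cells more than 3 SD above its plate mean, without a fluorescence outlier flag or 80% toxicity; inconclusive means no clear call, values can overlap the other calls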;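 further: spot-positive cell cutoff set from DMSO-treated cells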
WT yeast gro inh mutant strain – second read-out of WT yeast gro inh, no call of its own (marks repeat the call); inhibition, %; mitochondrial fusion phenotypic screen, mutant strain inhibition
Autophagy mod cell loss 18 h – further read-out of Autophagy mod, marked with its call; toxicity, %; measured here: cell loss, nuclei count;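 cell loss after 18 h compound exposure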
NTR1 ag cell count 20 µM – second read-out of NTR1 ag, no call of its own (marks repeat the call); cell count; measured here: cell count, cytotoxicity flag
NS5 inhibitors pilot replicate – further read-out of NS5 inhibitors, marked with its call; inhibition, %; measured here: pilot screen replicate inhibition
Starred values were filed as active, the others as inactive; i = inactive; ? = inconclusive; . = not tested or not shown; [ ] = another dose, or the depositor's remark. This is a random part of the collection; about 2.6% have a hit in one of these screens.

SMILES | WT yeast gro inh | WT yeast gro inh mutant strain | LYP inhibition | NTR1 ag | NTR1 ag cell count 20 µM | AID2073 | RSV antiviral HEp-2 | GPR35 antagonists | NS5 inhibitors | K1F lysis inhibition | Autophagy mod | Autophagy mod cell loss 18 h | others
N/C(=N\OC(=O)c1ccco1)c1ccccn1 | -3 | 15 | -7% | -1.1 | 93 | -5% | 0.5% | 17% | -5% | 0.3% | i | -2
CCOC(=O)C1CCN(C(=O)C2CC(=O)N(c3ccc4c(c3)OCCO4)C2)CC1 (stereo not given) | . | . | -7% | -0.7 | 51 | 2% | 1.4% | -9% | -6% | -0.5%[50 µM] | . | .
Cc1ccccc1CC(=O)Nc1ccon1 | . | . | -8% | 0.5 | 54 | 1% | 0.6% | -3% | -2% | 0.1% | . | .
COc1ccc(N2C(=O)C(Cl)=C(Nc3ccccc3OC)C2=O)cc1 | 2 | -5 | -4% | 2.8 | 50 | 8% | 0.5% | -2% | 1% | 1.5% | i | -1
CCC(C)(C)NC(=O)CN(Cc1ccc2c(c1)OCO2)C(=O)CCC(=O)Nc1ccccn1 | -12 | -6 | -5% | 1.1 | 64 | 9% | -0.3% | -8% | -1% | 0.6% | i | -8
O=C(Nc1ccccn1)C1CCN(S(=O)(=O)c2ccc(Cl)cc2)CC1 | . | . | . | -0.1 | 53 | . | 1.4% | . | -10% | -0.4%[50 µM] | . | .
CCCCNCc1cc(Br)c(OCc2cccs2)c(OC)c1 | 1 | 24 | -4% | 4.5 | 39 | -20% | -3.1% | 0% | -3% | 0.3% | i | 6
COC(=O)c1cc2sc(Cl)cc2n1Cc1nc(-c2ccccc2)oc1C | 4 | 5 | -2% | -0.9 | 86 | -4% | 6.9% | -18% | 1% | -1.9% | i | 10
CC1CCCN(C(=O)c2cccc(S(=O)(=O)N3CCCC3)c2)C1 (stereo not given) | . | . | . | -3.3 | 66 | . | -0.2% | . | 3% | 1.1%[50 µM] | . | .
CC(NC(=O)Cn1nc(C(F)(F)F)c2c1CCC2)c1ccccc1 (stereo not given) | -23 | -20 | 2% | 2.6 | 41 | -6% | -1.7% | 2% | -2% | -0.3% | i | 5
COc1ccc(CCNC2CC(=O)N(CCc3ccccc3)C2=O)cc1OC (stereo not given) | . | . | -9% | 0.1 | 41 | 2% | 3.8% | -12% | -3% | 2.0% | i | 3
COC(=O)/C(=C/c1ccccc1)NC(=O)c1ccco1 | 3 | -12 | -3% | 1.3 | 56 | -2% | 0.7% | 1% | 1% | 3.7% | i | -2
Cc1ccc(-c2cc(C(=O)NCCCn3ccnc3)c3ccccc3n2)s1 | -10 | -8 | -10% | 2.0 | 41 | 44% | 1.3% | -6% | -1% | 3.2% | i | 21
C=C(C)COc1ccc(C2NC(=O)c3ccccc3O2)cc1OCC (stereo not given) | . | . | 2% | -0.3 | 70 | 1% | 1.5% | 3% | -5% | 0.0% | . | . | NS5 inhibitors pilot replicate=5.2
COc1ccc(NC(C)=O)cc1S(=O)(=O)N1CCn2cccc2C1C (stereo not given) | . | . | . | 3.0 | 71 | . | 1.4% | . | -7% | 0.4%[50 µM] | . | .
CCc1ccccc1NC(=O)C1CCCN1C(=O)Nc1ccc(C)cc1 (stereo not given) | . | . | -6% | -1.0 | 42 | -2% | 1.4% | -9% | -7% | 0.2% | . | .
CCN(C(=O)N1CCOCC1)c1ccccc1 | . | . | -3% | -0.6 | 50 | 2% | 1.8% | 10% | -4% | -0.1% | . | .
CC1CCc2sc(C(=O)NNC(=S)NCC3CCCO3)cc2C1 (stereo not given) | . | . | -5% | 0.5 | 49 | -22% | 1.8% | -6% | -8% | 1.6%[50 µM] | . | .
O=C(CSc1nnc(-c2ccc(S(=O)(=O)N3CCCC3)cc2)o1)NCC1CCCO1 (stereo not given) | -18 | 13 | -8% | -0.9 | 54 | -2% | -1.0% | 8% | 4% | -0.2% | i | 1
CCOc1cc(C)c(Cl)cc1S(=O)(=O)NCc1ccc2c(c1)OCO2 | 22 | 5 | 4% | -0.9 | 17 | 5% | 1.5% | 10% | -7% | -0.2% | i | 5
CCOc1ccccc1C(=O)NCC(=O)Nc1ccc2c(c1)OCO2 | . | . | . | -1.4 | 44 | . | -0.5% | . | -4% | 0.4%[50 µM] | . | .
COc1cc(OC)c(C2Nc3cccc4cccc(c34)N2)c(OC)c1 | . | . | -5% | 9.4 | 86 | 37% | 11% | 2% | 29% | -0.9%[50 µM] | . | .
O=C(c1ccccc1)c1ccc(OCC(O)CNCc2ccc(Cl)cc2)cc1 (stereo not given) | . | . | -11% | 5.3 | 85 | 27% | 1.0% | 6% | -6% | 0.3% | . | .
COc1cc(OC)c(C(=O)N2CCCC2)cc1OC | -7 | 4 | -14% | 1.2 | 47 | -8% | 1.7% | 18% | -2% | 0.6% | i | -33
O=C(Nc1ccccc1)C1CCCN1S(=O)(=O)c1ccc(Br)cc1 (stereo not given) | . | . | -3% | -0.1 | 47 | -1% | 2.4% | 6% | 1% | 0.3%[50 µM] | . | .
OCC1CCCCN1C(=S)Nc1ccc(Cl)cc1Cl (stereo not given) | -6 | 1 | 4% | 1.6 | 42 | -20% | -1.9% | -12% | -4% | 0.1% | i | 4
O=C(N1CCOCC1)N1CCN(c2nc(-c3ccccc3)cs2)CC1 | 0 | 2 | -6% | 0.8 | 77 | -32% | . | -3% | -1% | -0.8% | i | 10
CSc1ccc(/C=N/NC(=O)C[n+]2ccccc2)cc1 | . | . | -5% | -0.7 | 51 | 9% | 3.0% | 4% | 3% | -0.3%[50 µM] | . | .
O=C(Nc1nc2ccc(Oc3ccccc3)cc2s1)c1cc([N+](=O)[O-])ccc1N1CCOCC1 | 7 | -23 | 7% | 0.1 | 51 | 1% | 8.2% | -21% | 3% | 7.2% | i | 9
CCOC(=O)CC(NC(=O)c1cccs1)c1ccc(C)cc1 (stereo not given) | . | . | -8% | -0.3 | 92 | 2% | 3.3% | 11% | -3% | 0.3% | . | .
O=C(COc1ccccc1Cl)OCC(=O)N1CCN(S(=O)(=O)c2ccccc2)CC1 | 11 | 21 | -5% | -0.8 | 92 | -2% | 0.4% | -15% | -6% | -0.2% | i | -8
Cc1cccc(C)c1-n1c(SCC(=O)Nc2ccc(C(=O)O)cc2)nnc1-c1cccc(S(=O)(=O)N(C)C)c1 | -7 | 6 | -4% | 0.0 | 27 | -11% | 1.4% | 6% | -14% | -0.5% | i | 13
COc1ccc(S(=O)(=O)N(CC(=O)NCc2cccnc2)c2ccc(F)cc2)cc1OC | -2 | 5 | 0% | 1.4 | 65 | 11% | 0.8% | -1% | . | . | i | 0
CCOC(=O)N1CCC(N(CCN(C)C)C(=S)Nc2ccccc2Cl)CC1 | 3 | 6 | -2% | -0.7 | 79 | -26% | -0.9% | 8% | 2% | 0.0% | i | -20
O=C(NCc1cccnc1)C1CCN(S(=O)(=O)c2cccs2)CC1 | -14 | -1 | -6% | -0.7 | 66 | -5% | 0.1% | 27% | -2% | ? | i | 3
Cc1[nH]c2ccccc2c1CN1CCC(Cc2ccccc2)CC1 | 18 | 7 | -10% | 2.2 | 45 | -12% | 6.4% | -15% | -5% | 1.7% | i | 34
Cn1c(=O)c2c(nc(N/N=C/c3cccs3)n2Cc2ccccc2)n(C)c1=O | -3 | 13 | 5% | -0.1 | 92 | 12% | 6.3% | -20% | 22% | 0.9% | i | 0
COc1ccc(C2CC(=O)c3cnc(N4CCN(Cc5ccccc5)CC4)nc3C2)cc1 (stereo not given) | 37 | 33 | 5% | 11 | 44 | 25% | 10% | -3% | -5% | 0.6% | i | 2
CN1CCN(C(=O)c2ccccc2[N+](=O)[O-])CC1 | . | . | -9% | 0.8 | 71 | 3% | 0.5% | 5% | -3% | 0.4% | . | .
Cc1nc(Cl)sc1C(=O)Nc1cccc(Cl)c1 | . | . | -6% | 2.0 | 52 | 6% | -0.4% | -4% | -9% | -0.6% | . | .

Random excerpt: two compounds from above
SMILES | WT yeast gro inh | WT yeast gro inh mutant strain | LYP inhibition | NTR1 ag | NTR1 ag cell count 20 µM | AID2073 | RSV antiviral HEp-2 | GPR35 antagonists | NS5 inhibitors | K1F lysis inhibition | Autophagy mod | Autophagy mod cell loss 18 h | others
CN1CCN(C(=O)c2ccccc2[N+](=O)[O-])CC1 | . | . | -9% | 0.8 | 71 | 3% | 0.5% | 5% | -3% | 0.4% | . | .
Cn1c(=O)c2c(nc(N/N=C/c3cccs3)n2Cc2ccccc2)n(C)c1=O | -3 | 13 | 5% | -0.1 | 92 | 12% | 6.3% | -20% | 22% | 0.9% | i | 0

Eight compounds out of the list, arranged by molecular weight, largest number first.
SMILES | WT yeast gro inh | WT yeast gro inh mutant strain | LYP inhibition | NTR1 ag | NTR1 ag cell count 20 µM | AID2073 | RSV antiviral HEp-2 | GPR35 antagonists | NS5 inhibitors | K1F lysis inhibition | Autophagy mod | Autophagy mod cell loss 18 h | others
Cc1cccc(C)c1-n1c(SCC(=O)Nc2ccc(C(=O)O)cc2)nnc1-c1cccc(S(=O)(=O)N(C)C)c1 | -7 | 6 | -4% | 0.0 | 27 | -11% | 1.4% | 6% | -14% | -0.5% | i | 13
O=C(COc1ccccc1Cl)OCC(=O)N1CCN(S(=O)(=O)c2ccccc2)CC1 | 11 | 21 | -5% | -0.8 | 92 | -2% | 0.4% | -15% | -6% | -0.2% | i | -8
COc1ccc(C2CC(=O)c3cnc(N4CCN(Cc5ccccc5)CC4)nc3C2)cc1 (stereo not given) | 37 | 33 | 5% | 11 | 44 | 25% | 10% | -3% | -5% | 0.6% | i | 2
CCOC(=O)N1CCC(N(CCN(C)C)C(=S)Nc2ccccc2Cl)CC1 | 3 | 6 | -2% | -0.7 | 79 | -26% | -0.9% | 8% | 2% | 0.0% | i | -20
Cn1c(=O)c2c(nc(N/N=C/c3cccs3)n2Cc2ccccc2)n(C)c1=O | -3 | 13 | 5% | -0.1 | 92 | 12% | 6.3% | -20% | 22% | 0.9% | i | 0
Cc1[nH]c2ccccc2c1CN1CCC(Cc2ccccc2)CC1 | 18 | 7 | -10% | 2.2 | 45 | -12% | 6.4% | -15% | -5% | 1.7% | i | 34
CCOC(=O)CC(NC(=O)c1cccs1)c1ccc(C)cc1 (stereo not given) | . | . | -8% | -0.3 | 92 | 2% | 3.3% | 11% | -3% | 0.3% | . | .
Cc1nc(Cl)sc1C(=O)Nc1cccc(Cl)c1 | . | . | -6% | 2.0 | 52 | 6% | -0.4% | -4% | -9% | -0.6% | . | .
